MrgX1 antag: blocks BAM8-22 activation of human MrgX1 receptor. Q96LB2. MRGX1-HEK293 calcium flux, Fluo-4, BAM8-22 antagonism; stronger effect = lower value. B-score at 10 µM. actives 1.3% (n = 310,000). AID 588676;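 active means calcium-response B-score plate-corrected more than 3 library SD below zero, starting fluorescence within 5 deviations, no agonist response on first addition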;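 further: peak minus trough fluorescence over baseline after final BAM8-22 challenge near maximal dose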
IEC-6 cytotox: kills IEC-6 intestinal cells in KLF5 counter-screen; IEC-6 cytotoxicity, luminescence viability; inhibition, % at 5 µM; actives 0.78% (n = 290,000); in the data active means inhibition above about 22%;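 further: 0% = plate median of test compound wells and 100% = cytotoxic reference compound wells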
aSyn 5UTR inh: MLPCN primary screen, SNCA 5' untranslated region; inhibition, % (tested at 7.5 µM); alpha-synuclein 5'UTR reporter, inhibitor activity; actives 0.82% (n = 300,000); in the data active means inhibition above about 60%;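 further: H4 neuroglioblastoma cells stably carrying SNCA 5'UTR luciferase fusion; 0% = DMSO wells and 100% = positive control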
TRPC4 PAM: allosteric potentiators of mouse TRPC4 channel; Q9QUQ5; HEK293 TRPC4beta/mu-opioid, DAMGO EC20, Fluo-4 Ca2+ flux; stronger effect = higher value; B-score at 10 µM; actives 0.42% (n = 310,000);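 active means B-score of calcium response area above 5 SD of library B-scores, with initial fluorescence ratio within 5 SD of library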;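 further: B-score of integrated fluorescence ratio over time as area under calcium response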
Target sequence (Q9QUQ5 whole entry, looked up): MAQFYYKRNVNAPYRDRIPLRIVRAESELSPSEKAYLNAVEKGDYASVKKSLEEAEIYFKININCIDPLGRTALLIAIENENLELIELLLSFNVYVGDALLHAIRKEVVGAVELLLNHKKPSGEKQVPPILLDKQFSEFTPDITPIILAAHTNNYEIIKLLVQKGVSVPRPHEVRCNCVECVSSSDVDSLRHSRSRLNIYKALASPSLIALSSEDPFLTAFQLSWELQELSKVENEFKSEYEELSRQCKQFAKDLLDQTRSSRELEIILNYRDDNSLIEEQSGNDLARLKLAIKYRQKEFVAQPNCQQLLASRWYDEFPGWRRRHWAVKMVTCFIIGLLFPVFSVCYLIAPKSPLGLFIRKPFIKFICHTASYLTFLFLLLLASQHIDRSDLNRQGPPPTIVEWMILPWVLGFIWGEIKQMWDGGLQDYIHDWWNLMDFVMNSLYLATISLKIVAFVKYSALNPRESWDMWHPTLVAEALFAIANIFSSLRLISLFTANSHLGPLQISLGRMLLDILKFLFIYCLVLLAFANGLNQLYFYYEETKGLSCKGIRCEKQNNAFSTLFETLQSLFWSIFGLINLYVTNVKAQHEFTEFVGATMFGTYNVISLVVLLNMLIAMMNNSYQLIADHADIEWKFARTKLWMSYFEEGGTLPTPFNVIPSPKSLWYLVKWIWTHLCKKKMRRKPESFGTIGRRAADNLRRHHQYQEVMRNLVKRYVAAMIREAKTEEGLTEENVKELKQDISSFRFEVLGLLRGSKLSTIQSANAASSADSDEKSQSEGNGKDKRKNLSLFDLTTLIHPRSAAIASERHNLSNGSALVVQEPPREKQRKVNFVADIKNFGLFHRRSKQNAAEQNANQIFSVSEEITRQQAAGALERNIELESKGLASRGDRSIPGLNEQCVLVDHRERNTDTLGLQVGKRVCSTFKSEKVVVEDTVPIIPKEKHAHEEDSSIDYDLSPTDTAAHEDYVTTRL
KLF5 inh: inhibitors of KLF5 expression; DLD-1 KLF5 promoter-luciferase reporter, luminescence; inhibition, % at 5 µM; actives 0.23% (n = 290,000); AID 1700;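 active means inhibition above a per-plate limit of that plate's mean compound inhibition plus 3 SD, cut at about 60% in these data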;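 further: 0% = DMSO wells and 100% = LY294002 at 200 µM; higher means less KLF5 promoter-driven luciferase light; inactives centre near -14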
TRPC6 inh: inhibitors of mouse TRPC6 channel; Q61143; HEK293-TRPC6, membrane potential dye, ACh-evoked depolarization; stronger effect = lower value; B-score at 10 µM; actives 1.1% (n = 310,000); AID 2553;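 active means B-score under library mean minus 3 SD, initial fluorescence not abnormally high, positive integrated signal ratio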;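 further: B-score derived from integrated fluorescence ratio over the kinetic read; more negative B-score means stronger inhibition of depolarization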
TRPC4 block: inhibitors of mouse TRPC4 channel; B-score at 10 µM; HEK293 TRPC4beta/mu-opioid, DAMGO-evoked Fluo4 calcium flux; stronger effect = lower value; actives 0.39% (n = 300,000); AID 2247;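 active means B-score over 3 SD under the library average, no early fluorescence shift, positive overall ratio signal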
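Material: HEK293 cells with stable TRPC4beta plus mu-opioid receptor expression / Probe or stimulus: DAMGO in two steps, submaximal then maximal / Compound: single concentration per test compound / Technique: kinetic Fluo4 fluorescence imaging of calcium influx / Read-out: per-well B score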
TRPC4 act: opens the mouse TRPC4 cation channel; B-score at 10 µM; HEK293 TRPC4beta/mu-opioid, Fluo4 calcium fluorescence; stronger effect = higher value; Q9QUQ5; actives 0.49% (n = 310,000);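 active means B-score above 5 SD of library B-scores, and initial fluorescence ratio not above library mean plus 5 SD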;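 further: positive B-score marks a calcium rise read as TRPC4 activation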
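system = HEK293 cells stably co-expressing mouse TRPC4beta and mu-opioid receptor | schedule = Fluo4 dye loading 45 min at room temperature, 110 s recording | measure = B-scored integrated calcium fluorescence ratio | signal = Fluo4 calcium-sensitive dye fluorescence, kinetic, 1 Hz baseline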
SKKanGAS inh: inhibitors of SKKanGAS S. pyogenes growth in kanamycin (SK-promoter or general growth effect) | actives 1.3% (n = 300,000) | BacTiter-Glo, 6 h | AID 1662 | inhibition, % at 7.5 µM;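 active means mean replicate score, as percent of positive control median, at least 50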;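 further: strain carries kanamycin resistance gene driven by streptokinase promoter and grows in 40 µg/ml kanamycin; loss of luminescence reflects streptokinase promoter inhibition or plain growth inhibition; 0% = median of DMSO wells and 100% = positive control at its reference dose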
TRPC6 act: mouse TRPC6 channel activation; B-score at 10 µM; HEK293-TRPC6 membrane potential dye fluorescence; stronger effect = higher value; AID 2550; Q61143; actives 0.13% (n = 310,000);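 active means B-score of the integrated fluorescence ratio above library mean plus 3 SD, and starting fluorescence ratio within library mean plus 5 SD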;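 further: higher score means more depolarization so channel activation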
HIF act: HIF pathway transcriptional activation | actives 0.32% (n = 300,000) | U2OS HRE-luciferase reporter, luminescence; normalized: DMSO 0%, desferrioxamine 100% | AID 1910 | activation, % at 7.5 µM (by protocol);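 active means mean activation of at least 10% of the iron chelator positive control signal, with at least half of replicates also reaching 10%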
Active calls of the source: *; i = inactive; · = not tested or not shown. Rows are unselected. About 5.8% of those tested had a hit in this group.

SMILES | MrgX1 antag | IEC-6 cytotox | aSyn 5UTR inh | TRPC4 PAM | KLF5 inh | TRPC6 inh | TRPC4 block | TRPC4 act | SKKanGAS inh | TRPC6 act | HIF act
Cn1c(NCc2cccnc2)nc2c1c(=O)n(Cc1ccccc1F)c(=O)n2C | i | 0 | 36 | i | -15 | i | i | i | -14 | i | 0.0
COC(=O)c1c(NC(=O)c2ccco2)sc2c1CCC2 | i | 2 | -20 | i | 6 | i | i | i | 4 | i | 0.2
O=S1(=O)c2ccccc2C(CCO)N1Cc1ccccc1 (stereo not drawn) | i | · | 8 | i | · | i | i | i | -3 | i | -0.2
Cc1nn(-c2ccc(F)cc2)c2sc(C(=O)N3CCCCCC3)cc12 | i | -7 | -84 | i | -55 | i | i | i | 31 | i | 1.7
COc1ccc(N2C(=O)CSC2c2ccc(F)cc2)cc1 (stereo not drawn) | i | -1 | 1 | i | -44 | i | i | i | 0 | i | -17
O=C(CC1N=C2c3ccccc3N=C(SCc3ccc(F)cc3)N2C1=O)NCc1ccco1 (stereo not drawn) | i | -10 | -2 | i | -5 | i | i | i | 3 | i | 1.6
CCC(=O)Nc1nc(-c2cc([N+](=O)[O-])cs2)cs1 | i | 0 | -31 | i | -76 | i | i | i | -1 | i | 1.1
Cc1cc(C)nc(SCC(=O)Nc2ncc(Cc3cccc(Cl)c3Cl)s2)n1 | i | 8 | 22 | i | -17 | i | i | i | -8 | i | -0.7
Cc1cc(C(=O)N2CCCC(CCC(=O)N3CCN(c4ccccn4)CC3)C2)c(C)o1 (stereo not drawn) | i | 2 | 7 | i | -3 | i | i | i | 0 | i | 0.0
Cc1cc(NS(=O)(=O)c2ccc(NC(=O)c3cc(-c4cccnc4)nc4ccc(Cl)cc34)cc2)no1 | i | 1 | -6 | i | -3 | i | i | i | 24 | i | -0.2
O=C(C1CCN(Cc2cccs2)CC1)N1CCN(Cc2ccc3c(c2)OCO3)CC1 | i | -11 | 29 | i | -34 | i | i | i | -6 | i | -0.2
O=C(c1cnc2n(c1=O)CCS2)N1CCN(c2ccc([N+](=O)[O-])cc2)CC1 | i | 3 | -2 | i | -28 | i | i | i | 1 | i | -0.4

Looked up by structure from above, two records:
SMILES | MrgX1 antag | IEC-6 cytotox | aSyn 5UTR inh | TRPC4 PAM | KLF5 inh | TRPC6 inh | TRPC4 block | TRPC4 act | SKKanGAS inh | TRPC6 act | HIF act
Cn1c(NCc2cccnc2)nc2c1c(=O)n(Cc1ccccc1F)c(=O)n2C | i | 0 | 36 | i | -15 | i | i | i | -14 | i | 0.0
Cc1cc(C)nc(SCC(=O)Nc2ncc(Cc3cccc(Cl)c3Cl)s2)n1 | i | 8 | 22 | i | -17 | i | i | i | -8 | i | -0.7

Additional structures.
SMILES | MrgX1 antag | IEC-6 cytotox | aSyn 5UTR inh | TRPC4 PAM | KLF5 inh | TRPC6 inh | TRPC4 block | TRPC4 act | SKKanGAS inh | TRPC6 act | HIF act
O=C(COC(=O)c1ccc[nH]c1=O)NCC1CCCO1 (stereo not drawn) | i | -4 | -8 | i | -27 | i | i | i | 8 | i | 0.1
COc1cccc(NC(=O)Nc2nccc(C)n2)c1 | i | -8 | 52 | i | -142 | i | i | i | -3 | i | -1.9
CCCCc1nc(Cl)c(C#N)c2c1CSC(C)(C)C2 | i | -6 | 9 | i | -17 | i | i | i | 6 | i | 0.1
CC(C)(C)NC(=O)CN(Cc1cccs1)C(=O)CNS(=O)(=O)c1ccc(F)cc1 | i | -4 | -1 | i | 10 | i | i | i | 5 | i | 0.5
CCN(CCNC(=O)C1CCN(S(=O)(=O)c2cccc3cccnc23)CC1)c1ccccc1 | i | -1 | 21 | i | -19 | i | i | i | 3 | i | ·
COc1cc(CCC(=O)Nc2nnc(C)s2)cc(OC)c1OC | i | 48* | -53 | i | 46 | i | i | i | -2 | i | 4.2
CN(C)c1ccc(-n2cccc2/C=N/n2cnnc2)cc1 | i | 6 | -30 | i | 19 | i | i | i | 0 | i | -2.1
O=C(c1cc(-c2ccncc2)nc2ccccc12)N1CCN(c2ccccn2)CC1 | i | 19 | -36 | i | 39 | i | i | i | -3 | i | 1.8
CCS(=O)(=O)Nc1ccc(C2=NN(S(=O)(=O)CC)C(c3cccs3)C2)cc1 (stereo not drawn) | i | -2 | -21 | i | -27 | i | i | i | -1 | i | 1.0
O=C(CCN1C(=O)/C(=C/c2ccc(F)cc2)SC1=S)NCCc1ccc(O)cc1 | i | -3 | -16 | i | -17 | i | i | i | -9 | i | -0.4
Cn1cccc1CNC(=O)Nc1ccc(Cl)c(Cl)c1 | i | 5 | -212 | i | -137 | i | i | i | 7 | i | 1.6
N#CC(C(=O)c1ccccc1)=C1SCCS1 | i | 0 | -39 | i | -52 | i | i | i | -4 | i | 0.7
Cc1c(Cl)cccc1N=C(N)N=C(N)N | i | 3 | 19 | i | -22 | i | i | 51* | -9 | i | 0.1
O=C(NCc1ccc(N2CCCC2=O)cc1)c1ccc(F)cc1 | i | 4 | -51 | i | -19 | i | i | i | 2 | i | 0.6
C/C=C/c1ccc(OCCOc2ccc(C=O)cc2)c(OC)c1 | i | 2 | -32 | i | 5 | i | i | i | -8 | i | 1.1
CC(C)Cn1c(CCNC(=O)c2ccco2)nc2ccccc21 | i | 1 | -15 | i | 2 | i | i | i | -3 | i | 0.5
Nc1nnnn1/N=C/c1cc(Cl)ccc1O | i | 2 | -3 | i | -26 | i | i | i | 4 | i | -1.2
CC(C)c1ccc(C(C)NCCS(=O)(=O)c2ccc(Cl)cc2)cc1 (stereo not drawn) | i | -7 | 7 | i | -12 | i | i | i | -4 | i | 0.0
NC(=O)c1ccccc1NC(=O)CSc1nc2ccccc2c(=O)[nH]1 | i | 15 | 20 | i | -6 | i | i | i | -5 | i | 0.0
O=C(c1ccc2[nH]c(=O)c(=O)[nH]c2c1)N1CCc2ccccc21 | i | 0 | 7 | i | -21 | i | i | i | -3 | i | 0.5
CCSc1nsc(NC(=O)Nc2ccc(F)cc2F)n1 | i | 6 | -138 | i | -142 | i | i | i | 21 | i | -6.3
CCN(C(=O)/C=C/c1ccc(OC)cc1)C1CCS(=O)(=O)C1 (stereo not drawn) | i | · | -5 | i | · | i | i | i | -7 | i | 0.6
O=C(c1ccc(N2CCCCC2)c([N+](=O)[O-])c1)N1CCN(c2ccccn2)CC1 | i | 0 | 12 | i | -6 | i | i | i | 0 | i | -0.8
O=Cc1cc2cc3c(cc2nc1Cl)OCCO3 | i | 1 | -62 | i | -7 | i | i | i | 1 | i | -0.1
Cc1ccc2nc(SC(C)C(=O)NCc3ccc4c(c3)OCO4)[nH]c2c1 (stereo not drawn) | i | 5 | -3 | i | 5 | i | i | i | -1 | i | -0.2
CC(C)(C)C(=O)NC1CC2CCCC(C1)N2C(=O)Nc1ccccc1F (stereo not drawn) | i | 2 | 17 | i | -20 | i | i | i | 3 | i | -0.6
O=C(/C=C/c1ccc(F)cc1)NCc1cccs1 | i | 2 | -112 | i | -18 | i | i | i | 0 | i | 2.8
COc1cc(/C=N/N2C(=O)c3ccccc3C2=O)ccc1O | i | 1 | 9 | i | -54 | i | i | i | 1 | i | 0.0
Cc1ccc2sc(N(CCN(C)C)C(=O)c3ccc4ccccc4c3)nc2c1C | i | 2 | 24 | i | 9 | i | i | i | 1 | i | 0.0
O=C(O)CC1C(=O)NCCN1Cc1ccc(F)c(F)c1 (stereo not drawn) | i | 0 | -21 | i | 10 | i | i | i | 7 | i | 0.0
Cc1cc(N)nc2nc(C(F)(F)F)nn12 | i | -4 | -9 | i | -18 | i | i | i | 3 | i | -0.6
CC(C)(Oc1ccc(Cl)cc1)C(=O)NCC1CCCO1 (stereo not drawn) | i | · | -7 | i | · | i | i | i | -2 | i | -0.4
Cc1cc(C)cc(SCc2noc(C(=O)NCc3ccccc3)c2C(=O)NCc2ccccc2)c1 | i | · | 15 | i | · | i | i | i | 10 | i | -0.4
CCOC(=O)CSc1ncc(-c2ccccc2)nn1 | i | -3 | 18 | i | -2 | i | i | i | -1 | i | -0.5
Cc1cc(NC(=O)CSc2nnc(C3COc4ccccc4O3)n2N)no1 (stereo not drawn) | i | -6 | 1 | i | -2 | i | i | i | -3 | i | -0.2
CC(C)c1ccc(C2NC(=S)NC3=C2C(=O)CC(C)(C)C3)cc1 (stereo not drawn) | i | 4 | 1 | i | -8 | i | i | i | -10 | i | -0.1
O=C(COC(=O)Cn1cnc2ccccc21)Nc1cc2c(cc1Cl)C(=O)c1ccccc1C2=O | i | 2 | -162 | i | -77 | i | i | i | 14 | i | 4.6
CCOC(=O)CC(=O)CSc1ncnc2c1nnn2-c1ccccc1 | i | -5 | -32 | i | -26 | i | i | i | 3 | i | -0.8
CC(=O)Nc1ccc(NC(=O)CSC2=NS(=O)(=O)c3cc(F)ccc3N2)cc1 | i | · | 3 | i | · | i | i | i | 3 | i | -0.3
COc1ccc(-c2noc(CCCc3ccccc3)n2)cc1OC | i | -3 | -13 | i | -48 | i | i | i | -5 | i | 0.9
CCOc1ccc(NCC(=O)c2ccc(C)cc2)cc1 | i | -1 | -53 | i | -30 | i | i | i | -12 | i | 1.9
CC1CCCN(C(=O)COC(=O)C2CCN(S(=O)(=O)c3ccc4c(c3)OCCO4)CC2)C1 (stereo not drawn) | i | · | 4 | i | · | i | i | i | -11 | i | -0.1
O=c1c(F)cn(C2CCCO2)c(=O)n1Cc1c(F)cccc1Cl (stereo not drawn) | i | 4 | 9 | i | -22 | i | i | i | 2 | i | 0.0
O=C(NCC(c1cccs1)N1CCOCC1)c1ccccc1NS(=O)(=O)c1ccc(Cl)c([N+](=O)[O-])c1 (stereo not drawn) | i | 3 | -20 | i | -24 | i | i | i | 1 | i | 0.0
COc1ccc(-n2nnc3c(=O)n(CC(=O)N4CCC(Cc5ccccc5)CC4)cnc32)cc1 | i | · | 11 | i | · | i | i | i | 9 | i | -0.3
Cc1cc2c(cc1S(=O)(=O)NCc1ccccc1)OCC(=O)N2 | i | 0 | 2 | i | -18 | i | i | i | 3 | i | 0.2
COc1cccc(C(C(=O)NC2CCCCC2)N(C(=O)c2ccccn2)c2cccnc2)c1 (stereo not drawn) | i | 2 | -11 | i | -16 | i | i | i | 3 | i | -1.0
CC1(C)Cc2c(sc3nc(-c4cccs4)n(N)c(=O)c23)CO1 | i | 9 | -116 | i | -52 | i | · | i | 1 | i | 2.5
COC(=O)Cc1c(C)c2ccc(OCc3nn[nH]n3)c(C)c2oc1=O | i | -4 | 1 | i | -49 | i | i | i | 6 | i | 0.3
Cn1ccnc1-c1nnn(-c2ccc(Cl)c(Cl)c2)n1 | i | · | -35 | i | · | i | i | i | 0 | i | 0.2

Screens deposited in PubChem by several laboratories.
